Assay outcomes from PubChem.
KB-V1 cytotox: kills drug-selected multidrug resistant KB-V1 cells; KB-V1 MDR cells viability, CellTiter-Glo, 72 h; Potency, µM (titrated, usually from 46.1 µM), for inactives: top-dose activity change, negative = cytotoxicity, actives largely listed as cytotoxic; 400,000 compounds, 3.4% hits; AID 1347076; note: potency is the fitted concentration of half-maximal effect; % is set by controls: 0 for no effect and ±100 for the full control effect; nearly all actives have a fitted effect of over 60% in size
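Compound-treated KB-V1 multidrug-resistant cells, 72 h, 37 degrees C; viability by CellTiter-Glo. Fitted qHTS curves give the values.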
MCF10A rereplic: inducers of DNA re-replication in MCF 10A breast cells; MCF 10A DNA re-replication, Hoechst nuclear intensity, 48 h; Potency, µM (titrated, usually from 46.1 µM), for the others: at the highest dose activity, positive = re-replication, hits mostly activators; 350,000 compounds, 2.9% hits; note: potency is the fitted concentration of half-maximal effect; % of control where 0% means no effect; nearly all actives have a fitted effect of over 50% in size
ATXN2 expr inh: reduces ATXN2 reporter expression in HEK-293 cells; 360,000 compounds, 0.72% hits; Potency, µM (titrated, usually from 57 µM), without a hit: top-dose activity change, negative = inhibition, most hits filed as inhibitors; HEK-293 ATXN2-luciferase reporter, luminescence, 24 h; note: potency is the fitted concentration of half-maximal effect; % is set by controls: 0 for no effect and ±100 for the full control effect; nearly all actives have a fitted effect of over 55% in size
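qHTS (up to 57 uM final) was run with 24 h compound exposure of reporter cells at 37 °C. Each well was multiplexed: SteadyGlo luminescence measured ATXN2-luciferase expression after a fluorogenic Gly-Phe-AFC viability readout (25 uM final).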
KB-3-1 tox: kills parental KB-3-1 adenocarcinoma cells | KB-3-1 viability, CellTiter-Glo ATP luminescence, 72 h | Potency, µM (doses to about 46.1 µM), inactives show top-dose activity change, negative = cytotoxic, most hits filed as cytotoxic | 400,000 compounds, 1.4% hits | AID 1347075; note: potency is the fitted concentration of half-maximal effect; % is set by controls: 0 for no effect and ±100 for the full control effect; nearly all actives have a fitted effect of over 60% in size
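Cells are dispensed, compounds pinned in, plates held at 37 °C for 72 h, then CellTiter-Glo is added and luminescence read after 10 minutes. Cell line: parental KB-3-1 in phenol-red-free DMEM, 10% FBS.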
IL1B secr inh: inhibitors of inflammasome signaling (IL-1 beta secretion). 360,000 compounds, 4.7% hits. THP-1 LPS/ATP IL-1B secretion, AlphaLISA, 16 h; stronger effect = lower value. activity change, % at 57.5 µM; in the data active = activity change below about -50%; inconclusive = mostly about -30% to -49%; note: % is set by controls: 0 for no effect and ±100 for the full control effect
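THP-1 cells pretreated 1 hr with compounds (up to 57.5 uM final), then stimulated with LPS (250 ng/mL final) plus ATP (1.25 mM final); secreted IL-1B measured by AlphaLISA after 16 hr, decreased signal indicating inhibition.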
HT1080 IDH1KD tx: toxicity to HT-1080 IDH1 knockdown cells (counter line); HT-1080 IDH1 knockdown viability, ATP luminescence, 48 h; Potency, µM (top dose mostly 46.1 µM), for the others: top-dose activity, negative = toxicity, actives largely listed as cytotoxic; 360,000 compounds, 2% hits; AID 686971;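 note: potency is the fitted concentration of half-maximal effect; 0% = DMSO wells and -100% = cell-free medium wells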
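Viability of IDH1-knockdown HT-1080 fibrosarcoma cells was assessed by CellTiter-Glo after 48 h at 37 °C with titrated compound; concentration-effect curves were classified by fit quality and response size.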
SW480 rereplic: inducers of DNA re-replication in SW480 colon cancer cells. SW480 DNA re-replication, Hoechst DNA content imaging, 48 h. Potency, µM (series often up to 46.1 µM), inactives show top-dose re-replication activation, actives largely listed as activators. 340,000 compounds, 1.8% hits; note: potency is the fitted concentration of half-maximal effect; % of control where 0% means no effect; nearly all actives have a fitted effect of over 55% in size
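Treated cells incubate 48 hr (37 C, 5% CO2), are stained 40 min with Hoechst, and nuclear fluorescence is enumerated; a rise in nuclei with high DNA signal marks re-replication.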
WRN helicase inh: WRN helicase (human) inhibition. Q14191. WRN helicase unwinding, fluorescent forked duplex, kinetic. Potency, µM (doses to about 114 µM), inactives show at the top dose activity change, negative = inhibition, hits mostly inhibitors. 360,000 compounds, 0.46% hits. AID 651768; note: potency is the fitted concentration of half-maximal effect; % is set by controls: 0 for no effect and ±100 for the full control effect; nearly all actives have a fitted effect of over 55% in size
Target sequence (Q14191 whole entry, looked up): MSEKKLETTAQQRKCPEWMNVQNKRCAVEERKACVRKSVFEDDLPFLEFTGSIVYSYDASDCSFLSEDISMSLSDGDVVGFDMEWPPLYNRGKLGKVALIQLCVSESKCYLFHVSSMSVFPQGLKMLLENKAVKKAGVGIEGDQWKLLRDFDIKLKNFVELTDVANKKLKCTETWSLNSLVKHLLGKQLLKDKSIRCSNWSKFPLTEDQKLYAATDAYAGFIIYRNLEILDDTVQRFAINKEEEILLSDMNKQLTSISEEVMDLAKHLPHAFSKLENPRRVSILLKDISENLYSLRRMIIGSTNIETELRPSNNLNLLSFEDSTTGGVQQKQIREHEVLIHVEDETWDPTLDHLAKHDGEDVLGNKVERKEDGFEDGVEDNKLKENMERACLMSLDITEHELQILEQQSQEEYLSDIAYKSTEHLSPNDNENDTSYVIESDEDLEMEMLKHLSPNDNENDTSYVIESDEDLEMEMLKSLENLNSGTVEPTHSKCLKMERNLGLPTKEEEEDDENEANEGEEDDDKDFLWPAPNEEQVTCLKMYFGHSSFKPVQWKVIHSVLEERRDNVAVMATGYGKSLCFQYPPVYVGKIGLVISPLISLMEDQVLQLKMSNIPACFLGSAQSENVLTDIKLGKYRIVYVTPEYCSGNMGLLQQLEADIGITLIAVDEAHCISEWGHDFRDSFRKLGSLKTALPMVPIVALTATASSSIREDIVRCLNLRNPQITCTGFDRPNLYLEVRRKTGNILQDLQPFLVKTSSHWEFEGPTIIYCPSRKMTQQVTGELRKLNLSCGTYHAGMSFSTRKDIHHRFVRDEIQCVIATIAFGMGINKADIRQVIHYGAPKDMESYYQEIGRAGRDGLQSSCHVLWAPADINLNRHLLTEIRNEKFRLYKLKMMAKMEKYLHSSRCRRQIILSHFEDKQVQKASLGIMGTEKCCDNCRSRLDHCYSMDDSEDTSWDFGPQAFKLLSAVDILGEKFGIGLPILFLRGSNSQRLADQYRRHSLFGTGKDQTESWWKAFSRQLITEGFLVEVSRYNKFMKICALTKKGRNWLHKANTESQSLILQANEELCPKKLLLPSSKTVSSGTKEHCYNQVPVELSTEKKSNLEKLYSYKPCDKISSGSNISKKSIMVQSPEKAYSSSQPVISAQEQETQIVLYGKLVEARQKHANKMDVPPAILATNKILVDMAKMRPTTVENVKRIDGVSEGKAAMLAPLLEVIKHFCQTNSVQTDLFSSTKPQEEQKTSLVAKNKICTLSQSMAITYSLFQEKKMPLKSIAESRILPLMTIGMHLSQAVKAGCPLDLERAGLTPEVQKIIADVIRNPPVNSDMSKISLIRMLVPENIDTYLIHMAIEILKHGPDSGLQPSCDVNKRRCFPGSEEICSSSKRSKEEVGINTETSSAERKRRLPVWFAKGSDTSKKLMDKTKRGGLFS
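Enzyme (20 nM final) and test compound sit together 15 min at room temperature before substrate addition. Substrate is a single-forked duplex oligonucleotide (100 nM) labelled with fluorophore and quencher, with 2 mM ATP; helicase unwinding raises red fluorescence, read kinetically.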
HT1080NT lethal: kills 2HG-producing HT-1080-NT fibrosarcoma cells. HT-1080-NT fibrosarcoma viability, CellTiter-Glo ATP luminescence, 48 h. 360,000 compounds, 1.6% hits. Potency, µM (highest dose often 46.1 µM), inactives show at the top dose activity, negative = less viability, actives largely listed as cytotoxic. AID 686970;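 note: NT is the 2HG producing partner of a matched IDH1 knockdown line; potency is the fitted concentration of half-maximal effect; 0% = DMSO-treated cells and -100% = media-only wells without cells; nearly all actives have a fitted effect of over 55% in size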
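Compounds were tested in concentration-response format on HT-1080-NT cells for 48 hours at 37 degrees C. Cell viability came from CellTiter-Glo luminescence; curves were classified by r2, response magnitude and activity.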
The depositor's hits bear a star; u = inconclusive; x = not tested or not shown; & = joins results of further samples; ! = repeats disagree; [ ] = dose if it differs, or a comment. Unless noted, calls come from the whole dose curve; as a rule, active = well fitted curve in the direction sought with a large enough effect; inconclusive = small, poorly fitted or top-dose-only effect, or another doubt; inactive = no such curve, though single readings can be large; an effect the other way counts as inactive or inconclusive. Some of the compounds tested (hit frequency here may not be typical).

SMILES | KB-V1 cytotox | MCF10A rereplic | ATXN2 expr inh | KB-3-1 tox | IL1B secr inh | HT1080 IDH1KD tx | SW480 rereplic | WRN helicase inh | HT1080NT lethal
c1ccc(-c2nc(N3CCOCC3)s[n+]2-c2ccccc2)cc1 | u | 16.4% | 21.4% | 1.9% | 0.0 | 16.8% | -11.3% | u | 8.2%
N#CC(C#N)=NNc1ccc(S(=O)(=O)N2CCCC2)cc1 | 0.0% | u | -8.5% | 12.4% | -26.0 | 0.8% | 3.5% | -13.4% | -1.8%
CCOCC(=O)NC1CCSC1=O (stereo unspecified) | 14.9% | 1.1% | 8.6% | -0.9% | 4.6 | 17.9% | 2.9% | -5.8% | 14.0%
CCn1cc(C(=O)NCc2ccccc2)c2ccccc21 | 14.6% | 20.2% | 1.4% | -0.4% | -15.5 | 2.0% | -3.8% | 2.5% | 1.7%
Cc1cc(CN(C)C)c(OC(=O)N(C)C)cc1C | 9.6% | u | -2.3% | -5.1% | 1.7 | 7.4% | 1.1% | 1.3% | 0.2%
CCCCC(=O)N/N=C/c1c(O)n(CCc2ccc(OC)c(OC)c2)c(=O)[nH]c1=O | -1.4% | 1.2% | -1.6% | 6.4% | 0.0 | 0.9% | 2.7% | -2.8% | 5.1%
c1ccc(C2CC3CC(c4ccco4)N2O3)cc1 (stereo unspecified) | 10.1% | 1.1% | -8.3% | 4.2% | -29.1 | 4.6% | -12.1% | -2.9% | 15.2%
COC(=O)C1=C(c2ccc(OC)c(OC)c2)C[C@@H]2CC[C@H]1N2C(=O)N1CCc2cc(OC)c(OC)cc2C1 | 6.1% | 20.6% | -10.5% | u | -4.5 | -0.5% | 8.2% | -0.3% | 5.9%
O=C(CF)NC(NC(=S)Nc1ccccc1O)C(Cl)(Cl)Cl (stereo unspecified) | 23.3% | u | -2.2% | -9.5% | -6.6 | -5.9% | -10.9% | 4.5% | -24.5%
CN(C)CCCN1c2ccccc2Sc2ccc(Cl)cc21 | 13µM*! | u | 20µM*! | u | 0.0&-27.7 | u | u | 1.9%&-5.4% | 14.6µM*!
CN(C(=O)CN1CC=C(c2ccccc2)CC1)c1c(N)n(Cc2ccccc2)c(=O)[nH]c1=O | -3.6% | 7.2% | x | -1.8% | 2.2 | 15.6% | -7.2% | 4.6% | 13.0%
O=C(COC(=O)c1ccc(O)cc1)Nc1ccc(Cl)cc1C(=O)c1ccccc1 | u | u | -21.9%[11.3 µM] | 14.5% | -6.9 | u | -1.0% | -26.5%[57.1 µM] | -25.3%
CCOC(=O)CCN=Cc1c(O)n(-c2ccc(Br)cc2)c(=O)[nH]c1=O | 8.7% | -2.4% | 5.7% | 12.4% | 27.8 | 12.4% | -3.0%[9.22 µM] | -3.2% | 9.2%
CCOC(=O)c1c(NC(=O)c2c(N)n(CCCOC)c3nc4ccccc4nc23)sc2c1CCCC2 | -23.4% | u | 0.1% | 0.3% | 1.4 | -1.5% | -4.0% | -3.8% | 0.0%
O=C(c1cccnc1)c1cc2ccccc2[nH]1 | 0.0% | -0.6% | 9.2% | -0.4% | -5.6 | 3.8% | -7.2% | 8.5% | 11.7%
Cc1c(N=Nc2c(O)n(C)c(=O)n(C)c2=O)c(=O)n(-c2ccccc2)n1C | 8.5% | 0.7% | 6.4% | 6.3% | 16.2 | 13.7% | -1.2% | -10.4% | 7.8%
COCCOC(=O)c1c(N)n(Cc2ccccc2)c2nc3ccccc3nc12 | -7.6% | 2.3% | -4.6% | 9.9% | -17.4 | -23.2% | 24.6% | -5.3% | -25.0%
COc1cc(Cn2c(N)c(C(=O)NCc3ccco3)c3nc4ccccc4nc32)cc(OC)c1OC | u | 2.31µM* | u | 23.1µM* | u | 8.91µM* | u | u | 12.6µM*
CCN(CC)C(=O)c1ccc(NC(=O)c2cccc(C(F)(F)F)c2)cc1 | 21.2% | -1.0% | -10.8% | -1.8% | u | 11.0% | u | -0.3% | 2.4%
Fc1cccc(C2NCCc3[nH]cnc32)c1 (stereo unspecified) | 7.5% | 2.8% | -0.2% | -0.1% | -2.5 | 12.5% | -1.5% | -1.9% | 2.0%
COc1ccc(CCNC(=O)c2c(N)n(CCN3CCOCC3)c3nc4ccccc4nc23)cc1 | u | u | u | u | u | 5.1% | 16.4µM* | -2.2% | -1.3%
CCCCn1nnnc1C(CC)N1CCC2(CC1)C(=O)NCN2c1ccccc1 (stereo unspecified) | 11.0% | x | 3.5% | 0.1% | -2.7 | 10.8% | x | 0.1% | 7.0%
CNC(=S)N/N=C1\C2CN3CCN(C2)CC1(c1ccccc1)C3 | -2.2% | -4.0% | 1.3% | 7.2% | 10.3 | 10.8% | 1.3% | -19.5% | 7.5%
CC(=O)Nc1ccc([As](=O)(O)c2ccc([N+](=O)[O-])cc2)cc1 | 6.6% | -7.3% | -2.8% | 10.1% | 27.1 | 3.2% | -27.6% | -3.5% | 2.9%
CCOc1ccc(-n2c(O)c(C=Nc3ccc(N(CC)CC)cc3)c(=O)[nH]c2=O)cc1 | -3.1% | u | u | -7.9% | u | -19.6% | u | -16.0% | 0.0%
O=S(=O)(c1ccccc1)N1CC1c1ccccc1 (stereo unspecified) | -2.8% | 1.9% | 20.8% | -3.3% | 2.7 | 7.5% | 0.8% | -19.7% | -4.0%
Cc1c(C(c2ccc(Cl)cc2Cl)c2c(O)c3ccccc3oc2=O)c(=O)n(-c2ccccc2)n1C (stereo unspecified) | 0.0%&4.0% | -9.0% | 4.6%&-11.6% | 1.5%&-2.8% | -25.0 | 12.4% | -3.3% | -11.4% | -0.7%
OC(c1cccc(Cl)c1)(c1cccc(Cl)c1)C1CN2CCC1CC2 (stereo unspecified) | u | u | -2.4%[11.3 µM] | u | -73.2* | 18.4µM* | 6.9% | -9.8% | 23.1µM*
CN(C)CCOC(=O)c1cn(Cc2ccccc2)c2ccccc12 | u | u | -9.4% | 0.0% | -22.9 | u | -2.2% | -24.9% | u
CC[C@]1(C(=O)OC)[C@H]2C(=O)N(Cc3ccccc3)C(=O)[C@H]2[C@H]2CN=C(SCc3ccc(C#N)cc3)N21 | 0.0% | 5.6% | -4.0% | -5.6% | 2.0 | 9.3% | -4.6%[9.22 µM] | -4.4% | 18.6%
COc1ccc(-c2cc(C3CCN(c4cc(Cl)nc(N)n4)CC3)[nH]n2)cc1 | -13.5% | u | u | u | u | u | 19.0% | -1.1% | u
CCCCCCCCCCOC(=O)CCN1CC1 | 0.2% | 0.7% | 1.7% | 2.0% | -5.7 | 15.9% | -5.0% | 2.3% | 13.8%
Cn1c(=O)c2nncnc2n(C)c1=O | -12.0% | -40.5%&-7.4%[inhibitor] | -5.4% | -7.7% | 0.0 | -1.0% | -1.0%&-14.5% | 6.0% | 24.9%
COC(=O)[C@@]1(Sc2ccc(C)cc2)CC(=O)N(P(=O)(OC)OC)[C@@H]1c1ccccc1 | 10.5% | x | 9.6% | 13.7% | -4.5 | -1.0% | x | -6.3% | 9.0%
Cc1ccc(OCC(=O)N2CCN(C3CCC(c4ccccc4)CC3)CC2)cc1 (stereo unspecified) | u | 13µM* | -20.2% | -27.6% | -8.5 | -28.3% | -2.1% | -27.5% | -15.5%
COCc1cc(OC(=O)N(C)C)nc(-c2ccc(C)c(Cl)c2)n1 | 6.9% | -0.8% | -19.2% | u | -2.7 | -0.6% | -2.7% | -2.4% | 0.1%
C[C@@H]1CC[C@@]2(NC1)O[C@H]1C[C@H]3[C@@H]4CC=C5C[C@@H](O)CC[C@]5(C)[C@H]4CC[C@]3(C)[C@H]1[C@@H]2C | u | -4.5% | 0.0% | 0.1% | 21.6 | 11.5% | -2.5% | -3.4%[57.1 µM] | -0.7%
CCCn1c(C(=O)c2ccccc2)nc2ccccc21 | 2.0% | -0.7% | -5.0% | 3.2% | -23.0 | 10.5% | -3.5% | -3.9% | 16.0%
C[C@]12CCC(=O)C=C1CC[C@@H]1[C@@H]2CC[C@@]2(C)[C@H]1CC[C@]2(C)O | u | u | -2.5%&-7.1% | -9.3% | 35.4 | -10.0% | -9.6% | 5.9% | 5.3%
O=C(C1CCCCC1)N1CCC(c2nc3c(nnn3Cc3c(F)cccc3Cl)c(=O)[nH]2)CC1 | -4.7% | -42.8%[inhibitor] | -5.6% | -2.0% | -10.8 | -23.1% | 3.2% | -2.4% | -13.0%
O=P(c1ccccc1)(c1ccccc1)N1CCCCC1 | -2.3% | -4.7% | -3.8% | 0.3% | 1.2 | 2.3% | -0.6% | 0.6% | 4.2%
O=S(=O)(NC1CCCC1)OCC(Cl)(Cl)Cl | 27.0% | 5.8% | 9.2% | 0.3% | 46.8 | -2.6% | u | -3.8% | -3.1%
Nc1ccncc1 | 12.2% | -1.9%&-0.1% | 0.9%&-0.8% | 0.0% | 18.1 | 16.0% | u | 6.4% | u
CCCCC1(CC)COP(=O)(OCC(Cl)(Cl)Cl)OC1 (stereo unspecified) | -1.7% | 2.1% | 3.7% | 8.6% | 1.3 | 18.0% | -1.9% | -4.5% | 7.7%
COc1cccc(-c2nn(Cc3ccccc3)cc2C(=O)O)c1 | 15.6% | -1.3% | 1.5% | 3.7% | 16.6 | 13.8% | -4.8% | 4.6% | 6.7%
